# CHO parental Ca – counter-screen for OX1R antagonists: effect in parental CHO cells | 0.63% of 330,000 active | AID 463079 | parental CHO-K1, ATP-induced calcium, Fluo-8 fluorescence | inhibition, % at 5.6 µM;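 active = inhibition above that plate's mean sample inhibition plus 3 SD, cut at about 26% in these data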;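 note: 0% = ATP-challenged DMSO wells and 100% = DMSO wells without ATP; some compounds past the cut are filed as inactive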
#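 Assay system: untransfected parental CHO cell line. Also added: ATP agonist challenge. Dosing: one dose, 5.6 µM nominal. Measured by: Fluo-8 fluorescence. Read-out: % inhibition. Benchmarks: ATP wells versus no-ATP DMSO wells. Repeats: no replicates.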
# V1aR counter – V1a receptor agonism, counter-screen for OXTR agonists; P37288; CHO-V1R cells, Fluo-8 calcium fluorescence, agonist mode; 0% DMSO, 100% 3 nM vasopressin; 0.25% of 320,000 active; AID 2797; activation, % at 3 µM;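 active = activation above the mean activation of all tested compounds plus 3 SD, per screening run, cut at about 20% in these data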;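 note: signal is peak over basal fluorescence ratio across a 100 second FLIPR read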
# Target sequence (P37288 whole entry, looked up): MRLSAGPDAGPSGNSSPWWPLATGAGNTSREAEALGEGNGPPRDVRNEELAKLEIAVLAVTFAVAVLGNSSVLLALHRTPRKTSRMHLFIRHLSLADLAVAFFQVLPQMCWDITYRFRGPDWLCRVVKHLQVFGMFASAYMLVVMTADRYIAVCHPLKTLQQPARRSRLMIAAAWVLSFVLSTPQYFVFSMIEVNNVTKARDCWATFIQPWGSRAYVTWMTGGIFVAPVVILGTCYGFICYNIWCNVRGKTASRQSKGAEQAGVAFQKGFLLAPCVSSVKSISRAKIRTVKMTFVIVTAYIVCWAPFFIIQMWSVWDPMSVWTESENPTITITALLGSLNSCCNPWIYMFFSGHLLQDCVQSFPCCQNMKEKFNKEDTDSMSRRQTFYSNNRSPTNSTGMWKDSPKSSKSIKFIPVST
# OXTR agonist – human OXTR agonism; P30559; CHO-OTR cells, Fluo-8 calcium fluorescence; normalized: DMSO 0%, oxytocin 100%; activation, % at 3 µM; 0.32% of 320,000 active;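 active = activation above the mean of all tested compounds plus 3 SD, cutoff set per screening run, cut at about 20% in these data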;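 note: peak over basal fluorescence ratio from a 100 s FLIPR kinetic read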
# Target sequence (P30559 whole entry, looked up): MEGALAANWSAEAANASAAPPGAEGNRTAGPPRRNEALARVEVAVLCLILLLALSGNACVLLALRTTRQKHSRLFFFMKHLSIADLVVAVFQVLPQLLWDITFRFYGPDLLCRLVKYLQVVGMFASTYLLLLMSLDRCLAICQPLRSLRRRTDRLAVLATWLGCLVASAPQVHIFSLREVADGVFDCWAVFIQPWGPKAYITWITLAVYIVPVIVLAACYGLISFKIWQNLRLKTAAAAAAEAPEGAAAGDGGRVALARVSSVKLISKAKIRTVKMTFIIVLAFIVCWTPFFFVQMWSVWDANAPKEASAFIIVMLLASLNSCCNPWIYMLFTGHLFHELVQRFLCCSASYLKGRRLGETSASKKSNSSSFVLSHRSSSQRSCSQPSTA
# CHRM1 antagonist – blocks human M1 muscarinic receptor. P11229. CHO-K1 hM1, Fluo-8 calcium fluorescence, ACh EC80 antagonist. inhibition, % at 3 µM. 1.3% of 360,000 active. AID 588852;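 active = percent inhibition above its own plate's cutoff, namely the mean of that plate's compound wells plus 3 SD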;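 note: peak over basal fluorescence ratio during 140 s after agonist addition; 0% = ACh EC80 plus DMSO and 100% = DMSO alone without agonist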
# M1 PAM – human CHRM1 positive allosteric modulation | P11229 | CHO-K1 hM1, Fluo-8 calcium fluorescence, ACh EC20; 0% = ACh EC20, 100% = maximal ACh | activation, % at 3 µM | 0.088% of 360,000 active | AID 588819; in the data active = activation above about 19%, passing the limit was not always enough
# OXTR potentiate – potentiators of human oxytocin receptor. CHO-OTR cells, Fluo-8 calcium fluorescence, potentiator mode; 0% = oxytocin EC15, 100% = EC100. activation, % at 3 µM. 0.061% of 320,000 active. AID 2445;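 active = activation above that plate's cutoff, the mean activation of tested compounds plus 3 SD, cut at about 6.6% in these data, passing the limit was not always enough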;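 note: 100% uses oxytocin at 75 nM as the full agonist control; some results filed as inactive read as strong as hits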
#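 Replication – single well per compound, singlicate · Assay system – CHO cell line stably expressing human OTR · Timing – 6 min pre-incubation, 100 s read · Measure – normalized max/min fluorescence ratio, % activation · Doses – 3.0 µM, one dose · Detection – Fluo-8 calcium dye fluorescence · Probe or stimulus – oxytocin near EC15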
# TAAR1 agonist – human TAAR1 agonism | Q96RJ0 | activation, % at 3 µM | 0.99% of 360,000 active | CHO RD-HGA16 TAAR1, Fluo-8 calcium fluorescence; vehicle wells 0%, saturating PEA agonist 100% | AID 624467;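 active = activation above the mean activation of all test compounds in the run plus 3 SD, cut at about 38% in these data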
#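 Assay system – CHO-derived RD-HGA16 cells with stable Gα16 and human TAAR1 · Compound dosing – one-point dosing at 3 µM (nominal) · Incubation – 17-24 h seeding, 75 min 37 °C dye, 30 min RT · Measured by – kinetic Fluo-8 calcium fluorescence · Control set – DMSO vehicle as 0%, PEA at EC100 as 100% · Repeats – single well for each compound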
# TAAR1 antag – human TAAR1 antagonism. CHO RD-HGA16 TAAR1, Fluo-8 calcium fluorescence, antagonist. inhibition, % at 3 µM. 1.5% of 360,000 active;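 active = inhibition above a per-plate cutoff, the mean inhibition of test compounds on that plate plus 3 SD, cut at about 49% in these data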;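 note: 0% = DMSO plus EC80 beta-PEA response and 100% = DMSO alone without agonist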
#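 Test system: hTAAR1-expressing CHO RD-HGA16 cells, Gα16-coupled; Probe or stimulus: EC80 β-phenethylamine stimulus; Compound dosing: single nominal final test compound concentration of 3 µM; Timing: 140 s kinetic read after compound, 140 s after agonist; Signal: Fluo-8 calcium-sensitive fluorescence; Measure: % inhibition of agonist calcium response; Controls: DMSO and EC80 PEA controls.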
# CHRM1 agonist – agonists of human M1 muscarinic receptor; P11229; AID 588814; 0.33% of 360,000 active; CHO-K1 hM1, Fluo-8 calcium fluorescence, agonist mode; 0% DMSO, 100% acetylcholine EC100; activation, % at 3 µM;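 active = activation above the run's mean compound activation plus 3 SD, cut at about 16% in these data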;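 note: peak over basal fluorescence ratio within a 140 s kinetic read after compound addition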
# Numbers without * were called inactive; · = not tested or not shown.
SMILES,CHO parental Ca,V1aR counter,OXTR agonist,CHRM1 antagonist,M1 PAM,OXTR potentiate,TAAR1 agonist,TAAR1 antag,CHRM1 agonist
COc1ccc([C@H]2[C@H](C(=O)OC(C)(C)C)N3N=Cc4ccccc4C3C23C(=O)c2ccccc2C3=O)c(OC)c1 (stereo not given in full),-14,-0.8,-2.1,3,1,-2,12,3,-9
O=C(NCCn1cccn1)c1ccc(OC2CCN(C(=O)C3CC3)CC2)cc1,-11,0.1,-0.6,-13,11,-4,13,9,-8
CCOC(=O)/C(C#N)=C\C1=C(N2CCCC2)CC(C)(C)OC1,-12,-0.3,-0.7,-7,-6,-14,0,3,-4
CCOC(=O)c1nn(-c2ccc(OC)cc2)c(=O)c2c(N)scc12,-10,-0.4,-0.6,2,1,-2,0,2,5
COc1ccc(CCN2CCCC(CN(C)Cc3cccc(OC)c3)C2)cc1 (stereo not given),-13,2.1,1.1,3,-11,-8,5,0,-8
CC1(N2CCOCC2)CC2(O)C(=[N+]1[O-])CCc1c2no[n+]1[O-] (stereo not given),-1,0.6,0.3,-15,8,-4,·,·,0
COc1ccc(Cl)cc1NC(=O)CN1CCN(Cc2ccccc2)CC1,-31,-0.1,-1.6,-3,5,-5,1,-1,-5
Fc1ccc(OCCCn2ccnc2)cc1,·,·,·,-12,7,·,4,4,-7
O=C(Nc1cccc(CCc2ccccn2)c1)c1cc(F)c(F)cc1Cl,-26,3.0,-0.6,-16,4,-4,0,-6,-9
CCC(=O)N(C)C[C@H]1Oc2cc(-c3cccnc3)ccc2S(=O)(=O)N([C@H](C)CO)C[C@H]1C,·,·,·,-21,12,·,2,3,-4
CC(=O)C1=NOC(CNc2ncc(C(F)(F)F)cc2Cl)C1 (stereo not given),0,-1.4,-3.0,1,1,-5,1,9,-10
Cc1cc(=O)n2nc(N3CCC(C(=O)NCc4ccccc4F)CC3)sc2n1,-15,0.1,-0.4,3,1,4,0,-13,-5
COc1cc(C2c3cc4c(cc3OC(N3CCCCC3)C2C)OCO4)cc(OC)c1O (stereo not given),·,·,·,-27,7,·,4,-9,1
Cc1cccc(OCc2nc(-c3ccc(Br)o3)no2)c1,10,0.0,-1.3,-7,7,-9,-2,4,-4
COc1ccc(C(=O)N/N=c2\oc3ccccc3cc2C(N)=O)cc1,-8,0.3,0.1,-2,3,-14,3,-27,-2

# Individual results from above:
# Fc1ccc(OCCCn2ccnc2)cc1 | TAAR1 antag = 4
# Cc1cc(=O)n2nc(N3CCC(C(=O)NCc4ccccc4F)CC3)sc2n1 | OXTR agonist = -0.4
# COc1ccc(CCN2CCCC(CN(C)Cc3cccc(OC)c3)C2)cc1 (stereo not given) | M1 PAM = -11

# Next section:
SMILES,CHO parental Ca,V1aR counter,OXTR agonist,CHRM1 antagonist,M1 PAM,OXTR potentiate,TAAR1 agonist,TAAR1 antag,CHRM1 agonist
Cc1c(Cc2ccccc2)c(NCCN(C)C)n2c(nc3ccccc32)c1C#N,-5,1.2,-1.1,-8,14,-4,1,-21,-3
COC(=O)c1ccc(Oc2nc(N(C)C)nc(N3CCOCC3)n2)cc1,-4,-0.6,-2.5,-17,8,-7,11,-5,-1
Cc1ccc(C(c2nnnn2CCc2ccccc2)N2CCSCC2)cc1 (stereo not given),-29,-0.8,-2.2,-12,4,-2,0,12,0
Cc1cc(C)c(OCC(=O)Nc2nnn(C)n2)c(Br)c1,-12,-0.4,-0.8,-8,8,-7,4,-14,-1
COc1ccc(NC(=S)NC(=O)C2CCCCC2)cc1,16,0.8,-0.7,-5,2,-1,-2,-16,-5
COc1ccccc1CNc1nc(Oc2cccc(F)c2)c2sccc2n1,·,·,·,8,13,·,2,-22,10
O=C(NC(=S)Nc1ccc(Cl)cc1Cl)C1CC1,5,-0.8,-2.3,-4,4,0,0,-21,-2
CCNC(=O)N(CC)C[C@H]1N[C@@](C)(C(=O)OC)[C@H]2C(=O)N(C)C(=O)[C@@H]12,-2,2.3,0.6,-3,3,2,2,-20,-4
O=C(c1ccc(Cl)c([N+](=O)[O-])c1)N1CCN(c2ccccn2)CC1,-22,1.9,-0.6,-5,11,-7,1,6,-7
COc1ccc(Nc2oc(-c3ccc(Cl)cc3)nc2C#N)cc1,-18,0.3,-0.1,-3,3,-12,-1,-7,-2
Cc1ccc(C)c(N(CC(=O)NCCC2=CCCCC2)S(C)(=O)=O)c1,-20,-0.9,-1.1,-5,7,-5,-1,15,-3
C#CCOCCOCCOCCNc1nc(N2CCN(C(=O)Cn3cc(CC(C)O)nn3)CC2)nc(N2CCN(C(=O)[C@H]([C@@H](C)CC)n3cc(CCCCN)nn3)CC2)n1 (stereo not given in full),·,·,·,2,0,·,1,5,-8
CCCN=C1CC(C)(C)CC(=O)/C1=C(/O)CCCN1C(=O)c2ccccc2C1=O,-10,-1.4,-2.4,-8,10,-8,-1,-37,-6
CCOC(=O)N1CCC(NC(=O)Cn2cc3c(n2)CCC(C)C3)CC1 (stereo not given),-4,-0.3,-1.0,-11,8,-17,1,-21,-1
COc1ccc(CNC(=O)c2c(O)c3ccccc3n(C)c2=O)cc1,3,1.2,-0.3,8,-5,0,8,-9,0
COc1cc2c(cc1OC)C(=O)C(c1ccc3c(c1)OCO3)CC2 (stereo not given),·,·,·,-1,0,·,-2,12,-1
Cc1ccc(NC(=O)C(C)N2C(=O)c3ccccc3C2=O)cc1 (stereo not given),-12,3.3,-1.7,0,2,-9,-2,-14,-4
c1ccc(COc2ncnc3c2ncn3CCCN2CCN(Cc3cccc4ccccc34)CC2)cc1,·,·,·,20,-17,·,11,-17,-4
CC(NC(=O)c1c(F)cccc1Cl)c1ccc(-n2ccnc2)cc1 (stereo not given),-11,1.0,-1.1,-8,6,-10,0,-1,-4
CCn1c(=O)cc(SCC(=O)NCCCN2CCC(C)CC2)c2ccccc21,-18,0.7,-0.4,-8,8,-10,4,13,-10
O=C(OCc1cc(=O)n2c(n1)sc1ccccc12)c1ccc(O)cc1,-15,3.4,2.2,-4,0,-9,5,5,0
Cc1ccc(NCC(=O)N/N=C/c2c[nH]c3ccccc23)cc1,12,1.4,4.1,-10,13,-9,14,2,-5
O=C(c1cc2c(s1)CCCC2)N1CCN(CCO)CC1,-5,2.2,0.5,12,-8,-3,3,-10,-2
COc1ccc2nc(C)cc(SCC(=O)NNC(=O)COc3cccc4ccccc34)c2c1,-16,3.1,4.7,22,-12,-12,19,71*,0
O=C(Nc1cccc(-c2cn3cccnc3n2)c1)c1ccc2c(c1)OCO2,-1,0.3,1.2,19,-16,-4,14,27,-5
Cc1ccc(NC(=O)COC(=O)Cc2ccccc2)cc1S(=O)(=O)N1CCOCC1,-16,2.7,3.6,-5,6,-2,6,-3,-2
Cc1cc(SCCC(=O)O)nc2ccccc12,1,0.5,0.5,-3,7,3,-2,-8,-4
CC1=NNC(=O)C1CCC(=O)N/N=C(\C)c1ccccc1 (stereo not given),7,0.7,1.1,-4,4,-5,5,2,-3
S=C1NC2=C(C(c3ccc(Br)cc3)N1)N1CCC2CC1 (stereo not given),-2,0.5,7.7,0,8,-17,4,-6,-3
O=C(Nn1cnc2ccccc2c1=O)c1ccc(Cl)c([N+](=O)[O-])c1,2,0.0,-1.2,6,6,-8,0,-27,-1
CN(Cc1nc2ccc(F)cc2[nH]1)Cc1c(C(=O)N(C)C)nc2ccc(Cl)cn12,-14,-0.7,-1.2,-9,11,3,2,0,-10
CCOC(=O)/C(C#N)=C/c1ccc(OCC(=O)Nc2ccccc2)c(OC)c1,-12,-0.3,-0.4,-34,10,-18,5,5,-2
Cc1ccc(NC(=O)CSc2nc(N)c(-c3ccccc3)c(=O)[nH]2)cc1Cl,-3,0.2,1.0,-2,4,4,0,3,-8
Cc1c(Br)c([N+](=O)[O-])nn1CC(=O)NCc1cccnc1,-12,-0.6,-0.3,8,-5,3,3,0,-6
Cc1ccc(NC(=O)CN(c2ccccc2)S(=O)(=O)N(C)C)cc1,-7,0.4,0.2,3,-7,1,-2,0,0
CC(=O)Nc1nnc(SCC(=O)Nc2ccc3c(c2)OCCO3)s1,-4,0.7,-0.2,-15,9,-1,3,-11,-1
Cc1noc(C)c1NC(=O)N(C)C[C@H]1Oc2ccc(NC(=O)C3CCCCC3)cc2C(=O)N([C@H](C)CO)C[C@@H]1C,1,1.6,2.2,-8,1,-3,3,3,-2
CCCn1c(SCC(=O)N2CCN(CC)CC2)nc2c1c(=O)n(C)c(=O)n2C,-3,1.2,0.0,-2,2,-9,2,-12,-10
c1ccc(-c2cnnc(-c3ccccn3)n2)cc1,16,-1.4,-1.3,-4,6,-7,5,6,-8
C[C@H](CO)N1C[C@H](C)[C@@H](CN(C)S(=O)(=O)c2ccc(Cl)cc2)OCc2cnnn2CCCC1=O,·,·,·,6,-5,·,-1,-4,-4
CCOC(=O)c1cccc(NC(=O)CCNS(=O)(=O)c2ccc3c(c2)CCN3C(=O)CC)c1,-25,-0.3,-1.9,-4,5,-17,-1,12,-4
CCOC(=O)C1=C(c2ccccc2)NC(SCC(=O)Nc2cccc(C)c2)=C(C#N)C1c1ccco1 (stereo not given),-14,0.6,0.5,19,-7,-6,9,22,1
CCCCNC(=O)NC12CC3CC(CC(C3)C1)C2,-8,-0.8,-2.9,3,-3,-3,6,11,-6
Cc1ccc(S(=O)(=O)NC(=O)NC(C)c2ccc(F)cc2)cc1 (stereo not given),-10,-0.1,-0.7,-7,11,-4,-2,-12,-4
CC(=O)Nc1ccc(S(=O)(=O)N2CCN(CC3CC4C=CC3C4)CC2)cc1 (stereo not given),-13,2.5,5.6,0,5,-14,4,18,-1
O=c1c2ccccc2c(C=NCCCN2CCOCC2)c(O)n1Cc1ccc2c(c1)OCO2,-9,3.3,1.9,8,-5,-15,3,7,-4
COc1ccc(S(=O)(=O)N2CC(O)C[C@H]2C(=O)OCC(=O)N2CCCCCC2)cc1 (stereo not given in full),-4,0.1,-0.1,14,3,-4,6,3,1
Cc1ccc(Cn2cc(/C=N/Nc3ccc([N+](=O)[O-])cn3)c3ccccc32)cc1,1,2.6,0.4,7,-10,-8,4,43,-9

# Profiles, looked up by structure. Order of values: CHO parental Ca, V1aR counter, OXTR agonist, CHRM1 antagonist, M1 PAM, OXTR potentiate, TAAR1 agonist, TAAR1 antag, CHRM1 agonist
# CC(=O)Nc1nnc(SCC(=O)Nc2ccc3c(c2)OCCO3)s1 in the list: -4, 0.7, -0.2, -15, 9, -1, 3, -11, -1
# Cc1c(Br)c([N+](=O)[O-])nn1CC(=O)NCc1cccnc1 in the list: -12, -0.6, -0.3, 8, -5, 3, 3, 0, -6

# High-throughput results as filed in PubChem BioAssay.
